# HIV peptide binding = inhibitors of HIV fusion peptide binding, primary screen, biochemical, uHTS, fluorescence dequenching (AID 1986); cell-free peptide binding, fluorescence dequenching, 30 min; higher % means a stronger effect; hit rate 0.3% among 290,000; one-dose inhibition, % at 20 µM; IC50 in µM for titrated hits; in the data active = inhibition mostly above about 52%, no sharp cut-off; inactive = mostly below about 76%; note: some results filed as inactive read as strong as hits
# GPR35 antagonists = inhibition of zaprinast-stimulated GPR35 beta-arrestin translocation – imaging, U2OS, beta-arrestin-GFP, zaprinast agonist, primary screen (AID 2058); hit rate 0.052% among 290,000; inhibition, % at 10 µM, or IC50 in µM where a hit was titrated; U2OS GPR35 beta-arrestin-GFP translocation imaging, zaprinast antagonism; higher % means a stronger effect;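 active = inhibition of at least 50% with at least 30 cells and total cytoplasm GFP at most 10,000,000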
# GPR55 LPI antagonism = inhibition of LPI-stimulated GPR55 beta-arrestin translocation – imaging, U2OS, beta-arrestin-GFP, LPI agonist, primary screen (AID 2013) | inhibition, % at 10 µM, or IC50 in µM where a hit was titrated | U2OS GPR55 beta-arrestin-GFP translocation imaging, LPI antagonism; higher % means a stronger effect | hit rate 0.13% among 290,000;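 active = spots per cell inhibited over 60%, with over 100 cells counted and total cytoplasm intensity under 500,000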;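 note: U2OS cells stably carrying GPR55 and arrestin-GFP stimulated by 5 µM LPI near EC80; imaged beta-arrestin-GFP aggregate spots per cell after agonist stimulation; plate controls were LPI-stimulated DMSO wells for no effect and DMSO wells without LPI for full effect; some results filed as inactive read as strong as hits; confirmed hits need IC50 under 10 µM and bright autofluorescent wells are also inconclusive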
# NS5 inhibitors = Dengue-2 NS5 methyltransferase inhibitors, primary screen, biochemical, confirmation dose response (AID 588689); hit rate 0.3% among 340,000; one-dose inhibition, % at 25 µM; IC50 in µM for titrated hits; Dengue-2 NS5 methyltransferase capping enzyme assay, biochemical; higher % means a stronger effect; in the data active = a potency from the dose series
# KOR beta-arrestin-1 = kappa opioid receptor blockers – cell-based, luminescence, uHTS (AID 1778). hit rate 0.091% among 290,000. one-dose inhibition, % at 10 µM; IC50 in µM for titrated hits. KOR beta-arrestin recruitment, luminescence, antagonist mode; higher % means a stronger effect; in the data active = inhibition above about 50%; note: strong numbers were not always called active
# West Nile virus CPE = West Nile virus antiviral activity, cell-based, CPE readout (AID 1621). hit rate 0.02% among 290,000. CPE inhibition, % at 10 µM; hits with a dose series show IC50 in µM. West Nile virus-infected cells, CPE inhibition; higher % means a stronger effect; in the data active = a potency from the dose series; note: strong numbers were not always called active
# KOR beta-arrestin-2 = kappa opioid receptor activators – cell-based, luminescence, uHTS, primary screen (AID 1777) | KOR beta-arrestin recruitment, luminescence; higher % means a stronger effect | activation, % at 10 µM, or EC50 in µM where a hit was titrated | hit rate 0.02% among 280,000; in the data active = activation above about 50%, passing the limit was not always enough; note: a part of the inactive calls stands beside numbers as strong as those of hits
# GPR55 beta-arrestin = selective activators of receptor GPR55 – imaging, U2OS cells, beta-arrestin-GFP redistribution, primary screen (AID 1961); U2OS GPR55 beta-arrestin-GFP redistribution imaging; higher % means a stronger effect; activation, % at 10 µM, or EC50 in µM where a hit was titrated; hit rate 0.048% among 290,000;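 active = activation above 40% with more than 50 cells counted in the well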;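 note: U2OS osteosarcoma cells stably expressing GPR55 and beta-arrestin-GFP; plate controls were DMSO negative control for no effect and LPI positive control for full effect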
# NOD1 NF-kB reporter = inhibition of NOD1-driven NF-kB reporter – cell-based, luminescence, uHTS, primary screen (AID 1578); NOD1-driven NF-kB luciferase reporter cells, luminescence; higher % means a stronger effect; inhibition, % at 4 µM; hits with a dose series show EC50 in µM; hit rate 1% among 290,000; in the data active = inhibition mostly above about 36%, no sharp cut-off; inactive = mostly below about 34%;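 note: HEK-293T reporter cells stimulated with the NOD1 agonist gamma-tri-DAP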
# NS5 inhibitors pilot replicate = also measured in NS5 inhibitors; calls as there; inhibition, %; measured here: pilot screen replicate inhibition
# An asterisk follows results filed as active; · = no result given; [ ] = another dose, or the depositor's remark. Only part of the results is shown; the hit share may differ from the screen's.
SMILES,HIV peptide binding,GPR35 antagonists,GPR55 LPI antagonism,NS5 inhibitors,KOR beta-arrestin-1,West Nile virus CPE,KOR beta-arrestin-2,GPR55 beta-arrestin,NOD1 NF-kB reporter,others
O=C(N/N=C1\CCc2ccccc21)c1ccccc1Cl,-0.7%,-5%,6%,-5%,·,0.2%,8.7%,-0.4%,-83%,
O=C(C(=O)N1CCc2ccccc2C1)c1cn(CC(=O)N2CCCC2)c2ccccc12,-0.3%,8%,7%,-6%,14%,-0.9%,-1.6%,-0.2%,-9%,
COc1ccc(Cc2nc3c4c(ncn3n2)Oc2ccc3ccccc3c2C4c2ccc(OC)c(OC)c2)cc1 (centres undefined),2.3%,-4%,15%,-3%,7%,0.0%,-2.4%,-0.2%,14%,
O=C(NCc1ccccn1)C1CCN(S(=O)(=O)c2cnc[nH]2)CC1,0.9%,-5%,15%,7%,19%,·,0.4%,-0.1%,·,
COc1ccc2cc(/C=C3\SC(=S)NC3=O)c(N3CCOCC3)nc2c1,63%*,-13%,-3%,25%,-72%,0.3%,1.9%,-0.3%,71%*,
CN(C)CC(CCC(CN(C)C)C(O)(c1ccccc1)c1ccccc1)C(O)(c1ccccc1)c1ccccc1 (centres undefined),0.7%,-1%,-1%,·,2%,-1.4%,2.3%,-0.1%,-14%,
C=CCC1=C/C(=C\c2c(N)n3nc(CC(=O)N4CCCC4)sc3nc2=O)C=C(OC)C1=O,41%,-9%,-19%,-115%,7%,0.0%,2.1%,-0.2%,10%,
CCc1ccc(N(C(C)=O)C2C=CS(=O)(=O)C2)cc1 (centres undefined),-2.6%,-15%,9%,3%,35%,1.6%,-3.4%,-0.2%,-26%,NS5 inhibitors pilot replicate=-0.6
O=C1C2CCCN2C(=S)N1Cc1ccccc1 (centres undefined),2.5%,-4%,6%,-2%,-19%,0.1%,-0.7%,1.4%,-8%,
COc1ccc(NC(=O)C(c2ccccc2)N(C)C(=O)c2cnccn2)cc1 (centres undefined),-1.5%,-4%,-3%,3%,-31%,-0.4%,0.8%,0.3%,-18%,
CCN(CC)c1nc2c(c(=O)n(C)c(=O)n2C)n1CC(=O)c1ccccc1,0.1%,-12%,-4%,·,6%,-0.5%,4.4%,-0.1%,-2%,
COc1cccc(-c2nnc(NC(=O)c3ccc(S(=O)(=O)N4CCOCC4)cc3)o2)c1,-2.9%,-8%,20%,-2%,18%,0.0%,-0.6%,-0.1%,-11%,
Cc1oc(C(C)(C)C)cc1C(=O)Nc1cccc(/C=C/C(=O)O)c1,-3.0%,0%,-2%,2%,-14%,0.2%,-1.7%,-0.1%,-29%,
O=C(CCNC(=O)Cn1ccc2ccccc2c1=O)NCc1ccc(F)cc1Cl,-1.1%,2%,11%,0%,3%,0.7%,-4.8%,-0.3%,-20%,
CCC(Oc1ccccc1)C(=O)Nc1nnc(S(=O)(=O)N2CCCC2)s1 (centres undefined),4.6%,-5%,2%,1%,-22%[20 µM],0.8%,-2.0%,0.3%,-6%,
COc1ccccc1C(=O)Nc1nc2cc3c(cc2s1)OCO3,-1.9%,8%,-21%,2%,38%,0.3%,-2.6%,-0.1%,-11%,
O=C(CN1C(=O)c2ccccc2C1=O)NCCc1c[nH]c2ccc(Cl)cc12,0.4%,-9%,11%,0%,·,0.0%,-2.1%,0.0%,-26%,
CC(C)(C)NC(=O)C(c1cccs1)N(CC1CCCO1)C(=O)Cn1nnc(-c2cccs2)n1 (centres undefined),11%,5%,3%,-3%,-8%,-0.9%,4.1%,-0.2%,8%,
COc1ccccc1C(=O)NCCSCc1ccccc1Cl,0.7%,-1%,-13%,·,-3%,-1.1%,-1.8%,-0.2%,25%,
CC(Oc1ccc2oc(-c3ccccc3)c(C(=O)O)c2c1)C(=O)O (centres undefined),5.5%,-2%,-5%,1%,-13%,0.7%,20%,0.0%,30%,NS5 inhibitors pilot replicate=-6.3
C=CCN(C(=O)c1cccc(N2C(=O)C3CC=CC(C)C3C2=O)c1)c1ccccc1 (centres undefined),5.0%,-17%,8%,2%,-5%,-0.9%,-5.4%,-0.2%,-21%,
CC(C)Cc1ccc(-c2cc(=O)[nH][nH]2)cc1,1.8%,8%,-11%,·,-3%,-0.6%,4.2%,-0.1%,-46%,
CCOC(=O)c1c(C)oc2c1cc(O)c1ccccc12,5.0%,10%,-14%,19%,-10%,0.2%,0.2%,-0.1%,-38%,
COCCNc1ccc(-c2nn(C)c(=O)c3ccccc23)cc1[N+](=O)[O-],14%,1%,1%,0%,44%,-0.6%,-1.6%,0.6%,2%,
O=C(CNC(=O)c1cccs1)NC1=NCCS1,-2.2%,16%,5%,-1%,23%,-0.1%,-3.6%,-0.3%,-14%,
O=C(CSc1nnc(CNC(=O)c2c(F)cccc2Cl)o1)Nc1ccccc1,3.0%,-9%,-7%,-10%,-19%,·,-4.6%,-0.2%,-1%,
CCCC1CCC(=C(C#N)C(N)=O)CC1 (centres undefined),0.0%,0%,21%,-5%,21%,0.0%,2.4%,1.2%,-35%,
CCC(Sc1nc(-c2ccccc2)c(C#N)c(=O)[nH]1)C(=O)Nc1nnc(C)s1 (centres undefined),8.3%,17%,1%,4%,3%,0.1%,-0.6%,-0.2%,-8%,
COc1ccc2c(c1)NC(c1ccc(N(C)C)cc1)c1cccn1-2 (centres undefined),2.6%,84%*,67%*,-12%,·,0.0%,-0.4%,-0.2%,-10%,
Cc1cc(C)n2nnnc2n1,0.7%,6%,11%,-15%,13%,0.0%,3.2%,0.3%,1%,
O=C(O)c1ccc(NCc2ccc(Br)cc2)cc1,-2.0%,-2%,-12%,-8%,8%,0.5%,·,0.2%,-1%,
COc1cccc(N/C(C)=C/C(=O)c2ccc(Br)cc2)c1,3.1%,-16%,0%,-8%,-32%,0.1%,4.9%,-0.2%,-60%,
COc1ccc(C(=O)c2cc([N+](=O)[O-])ccc2N2CCOCC2)cc1,-0.1%,0%,-26%,-2%,·,-1.3%,8.3%,-0.2%,-12%,
COc1cc(/C=N/NC(=O)COc2ccc(C)cc2)ccc1OC(=O)c1cccs1,0.1%,-5%,10%,-7%,7%,-0.3%,4.8%,0.0%,-14%,
CC(C)CC(NC(=O)C(NC(=O)OC(C)(C)C)C(C)C)C(=O)NC(CCC(=O)OCc1ccccc1)C(N)=O (centres undefined),-0.2%,2%,-2%,-1%,13%,-0.6%,-2.2%,0.2%,14%,
CCCCCCc1nc(C(N)=O)c2[nH]c(=O)n(-c3ccc(OC)cc3OC)c2n1,-1.3%,11%,3%,-4%,-20%,0.1%,-1.6%,-0.1%,-26%,
CCOC(=O)COc1cccc2c(=O)n(CC(=O)N3CCc4ccccc43)ccc12,6.5%,-7%,10%,-1%,-8%,0.4%,-2.2%,0.3%,-20%,
CC(=O)Nc1ccc(C(F)(F)F)cc1Cl,-0.4%,1%,0%,-9%,19%,0.0%,-5.5%,0.0%,3%,
Cc1cc(C)nc(NS(=O)(=O)c2ccc(NC(=O)C3COc4ccccc4O3)cc2)n1 (centres undefined),-0.6%,12%,6%,·,-16%[20 µM],0.5%,·,0.3%,-5%,
CC12CCC(C(=O)NCc3ccc4c(c3)OCO4)(CC1=O)C2(C)C (centres undefined),0.5%,-3%,11%,-8%,7%,0.3%,1.0%,-0.1%,·,
O=S(=O)(c1ccccc1)N(C1=NCCS1)S(=O)(=O)c1ccccc1,0.6%,4%,-1%,-3%,-9%,-0.5%,2.1%,0.2%,-15%,NS5 inhibitors pilot replicate=-4.5
COc1ccccc1C(=O)N/C(=C/c1cccc([N+](=O)[O-])c1)C(=O)Nc1cccc(C(=O)O)c1,3.7%,-8%,-12%,1%,-22%,0.3%,3.5%,1.0%,33%,
Cc1cc(=O)n2c(C(=O)Nc3ccc(C)c(C)c3)c(C(=O)Nc3ccccc3)sc2n1,3.3%,-13%,11%,-10%,11%,0.0%,-4.9%,1.4%,-5%,
COc1ccc(CN(CC(=O)NCC2CCCO2)C(=O)CCC(=O)Nc2nccs2)cc1 (centres undefined),0.3%,-17%,1%,-2%,-16%,-0.5%,1.2%,-0.2%,7%,
O=C(/C=C/c1ccccc1[N+](=O)[O-])NCCCN1CCCC1=O,-0.9%,-11%,2%,3%,11%,-0.5%,0.6%,-0.2%,-30%,
CCC(=O)Nc1nc(OC)cc(OC)n1,0.0%,18%,8%,-11%,-21%,0.2%,-0.3%,0.0%,1%,
COC(=O)c1ccc(S(=O)(=O)N(Cc2cc3cc4c(cc3[nH]c2=O)OCO4)C2CCCCC2)cc1,0.8%,0%,16%,·,-42%,·,2.8%,1.0%,0%,
CC12CCC(C(=O)N(c3ccccc3Cl)C1=O)C2(C)C (centres undefined),0.6%,-14%,3%,-2%,2%,0.2%,4.0%,0.2%,-10%,

# Looked up by structure from the entries so far, 4 records:
SMILES,HIV peptide binding,GPR35 antagonists,GPR55 LPI antagonism,NS5 inhibitors,KOR beta-arrestin-1,West Nile virus CPE,KOR beta-arrestin-2,GPR55 beta-arrestin,NOD1 NF-kB reporter,others
CCC(=O)Nc1nc(OC)cc(OC)n1,0.0%,18%,8%,-11%,-21%,0.2%,-0.3%,0.0%,1%,
COc1ccccc1C(=O)N/C(=C/c1cccc([N+](=O)[O-])c1)C(=O)Nc1cccc(C(=O)O)c1,3.7%,-8%,-12%,1%,-22%,0.3%,3.5%,1.0%,33%,
O=S(=O)(c1ccccc1)N(C1=NCCS1)S(=O)(=O)c1ccccc1,0.6%,4%,-1%,-3%,-9%,-0.5%,2.1%,0.2%,-15%,NS5 inhibitors pilot replicate=-4.5
CC12CCC(C(=O)N(c3ccccc3Cl)C1=O)C2(C)C (centres undefined),0.6%,-14%,3%,-2%,2%,0.2%,4.0%,0.2%,-10%,

# Other structures.
SMILES,HIV peptide binding,GPR35 antagonists,GPR55 LPI antagonism,NS5 inhibitors,KOR beta-arrestin-1,West Nile virus CPE,KOR beta-arrestin-2,GPR55 beta-arrestin,NOD1 NF-kB reporter,others
COc1ccccc1CN1C(=O)c2ccccc2C1C(=O)NC1CCC(C)CC1 (centres undefined),0.5%,-12%,4%,0%,-1%,-0.5%,-2.7%,-0.4%,-44%,
Cc1nc(C(=O)N(C)C)nn1-c1ccc([N+](=O)[O-])cc1,0.7%,-8%,5%,9%,1%[20 µM],1.7%,-2.0%,0.2%,-9%,
CN(/C(=N\S(=O)(=O)c1ccccc1)c1ccccc1)c1ccc(O)cc1,-3.1%,21%,1%,·,3%,·,0.0%,0.0%,27%,
C/C(CCN1CCc2nc(-c3ccccc3)c(-c3ccccc3)cc2C1)=N\O[C@H](C)c1cn([C@H](CO)Cc2ccccc2)nn1,2.5%,-6%,14%,·,2%,·,0.2%,0.1%,0%,
O=C(O)c1ccccc1C(=O)N(Cc1ccccc1)Cc1ccccc1,2.3%,2%,-2%,2%,4%,-0.2%,-2.0%,-0.1%,5%,
COc1ccc(OC)c(/C=C/C(=O)OCC(=O)Nc2ccc3c(c2)OCCO3)c1,-2.0%,-10%,6%,2%,-55%,0.0%,3.0%,-0.6%,-11%,
c1ccc(Oc2cccc(CN3CCCCC3)c2)cc1,3.5%,-6%,8%,0%,-27%,-0.4%,-2.5%,0.3%,-31%,

# Screening results from PubChem.
